Screens as filed in PubChem BioAssay.
CDK5 inh: inhibitors of human CDK5/p35 kinase; Q00535+Q15078; Recombinant CDK5/p35, ADP-Glo luminescence, 60 min; inhibition, % at 10 µM; 0.01% of 330,000 active; AID 488839;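 active means highest replicate inhibition of at least 50% and at least 75% of replicates reaching 50%; inconclusive means only one of the two criteria met; inactive means both criteria failed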;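 further: plate controls were DMSO neutral control for no effect and GW8510 at 10 µM for full effect; many of its hits are not listed in these tables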
Target sequence (Q00535 whole entry, looked up): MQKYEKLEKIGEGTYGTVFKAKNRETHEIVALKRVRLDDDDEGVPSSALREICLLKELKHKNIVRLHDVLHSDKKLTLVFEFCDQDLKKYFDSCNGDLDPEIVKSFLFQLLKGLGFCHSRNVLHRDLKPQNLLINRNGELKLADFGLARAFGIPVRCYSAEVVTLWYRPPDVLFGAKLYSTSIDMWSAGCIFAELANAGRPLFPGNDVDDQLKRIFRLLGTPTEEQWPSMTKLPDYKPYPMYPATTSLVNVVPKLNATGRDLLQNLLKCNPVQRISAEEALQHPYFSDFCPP
Target sequence (Q15078 whole entry, looked up): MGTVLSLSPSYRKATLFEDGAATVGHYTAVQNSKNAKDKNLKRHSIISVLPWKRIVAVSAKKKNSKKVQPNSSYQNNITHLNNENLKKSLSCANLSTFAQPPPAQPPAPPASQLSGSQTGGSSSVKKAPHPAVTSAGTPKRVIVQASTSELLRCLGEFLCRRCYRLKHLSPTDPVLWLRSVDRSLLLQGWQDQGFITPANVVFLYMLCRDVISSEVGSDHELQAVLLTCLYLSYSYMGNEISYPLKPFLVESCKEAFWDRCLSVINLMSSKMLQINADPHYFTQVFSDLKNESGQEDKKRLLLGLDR
PKA-R1A activ: activators of PKA-R1A complex; P00514+P68181; PKA-R1A dissociation, Cy5-IP20 fluorescence polarization; scaled: DMSO 0%, 113 µM cGMP 100%; activation, % at 11.4 µM; 0.083% of 340,000 active; AID 504707;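 active means percent activation above the mean of all tested compounds plus 3 SD, cut at about 19% in these data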;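 further: higher means more PKAc released from R1A so a rise in polarization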
PKA-R2B act: activators of human PKA-R2B complex. 0.079% of 340,000 active. activation, % at 11.4 µM. P22694+P31323. PKA-R2B holoenzyme dissociation, Cy5-IP20 fluorescence polarization; R2B truncated from residue 108, S112A mutant; 0% DMSO only, 100% 113 µM cGMP;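 active means activation above a cutoff set at the mean over all compounds plus 3 SD, cut at about 18% in these data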;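 further: higher means more holoenzyme dissociation and a rise in polarization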
SR-BI DiI-HDL act: activators of SR-BI mediated HDL lipid uptake; CHO ldlA[mSR-BI] cells, DiI-HDL uptake fluorescence, 3 h; 100 = double the neutral-control signal; activation, % at 12.5 µM; 0.096% of 320,000 active;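 active means mean replicate activation of at least 60% and every replicate at or above 60%; inconclusive means mean or all-replicate condition met, but not both; inactive means mean below 60% and not all replicates reaching 60%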;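 further: 0% = median plate neutral-control signal and 100% = twice that signal; values of inactives mirror those of a sister screen read the other way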
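Material: SR-BI-overexpressing, LDLR-lacking CHO cells; schedule: compound exposure 3 h, 37 °C; reagent: DiI-labelled HDL at 10 µg/mL final; technique: bottom-read fluorescence, 550/595 nm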
Arr AP2 block: inhibitors of human beta-arrestin and AP2 interaction; 0.31% of 340,000 active; FITC-arrestin peptide / GST-AP2 beads, flow cytometry; AP2 beta2 appendage carries R879A mutation; inhibition, % at 10 µM;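 active means inhibition above a set limit, near 3 SD of compounds lacking own fluorescence, cut at about 54% in these data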;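 further: plate controls were DMSO wells for no effect and 5 µM unlabelled arrestin peptide for full effect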
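System: GST-AP2 R879A glutathione beads | Also added: FITC-arrestin peptide, 50 nM | Times: 12 min plus 1 h, RT | Signal: Bead flow cytometry, FITC channel | Buffer or medium: PBS with 0.05% Tween 20 and 0.1% BSA | Read-out basis: Percent drop in bead-associated FITC signal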
SR-BI HDL uptake: mouse SR-BI HDL lipid transfer inhibition. ldlA[mSR-BI] CHO cells, DiI-HDL uptake fluorescence, 3 h. inhibition, % at 12.5 µM. 0.96% of 320,000 active. AID 488896;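 active means mean replicate inhibition of at least 70% and a set share of replicates each scoring 70 or more; inconclusive means meets just one of the two criteria; inactive means fails both criteria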;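 further: 0% = median of neutral control wells and 100% = median of positive control wells; values of inactives mirror those of a sister screen read the other way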
dFosB act: activators of mouse delta FosB homodimer; purified delta FosB, TAMRA-CDK5 oligo fluorescence polarization; percent of positive-control signal above neutral wells; activation, % at 25 µM; 0.99% of 340,000 active;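 active means mean activation above about 17%, with every replicate also reaching it, limit read from the data, passing the limit was not always enough; inconclusive means only one of the two conditions met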;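 further: fluorescence polarization rise as delta FosB binds a TAMRA Cdk5 AP-1 oligo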
Target sequence (P13346 whole entry, looked up): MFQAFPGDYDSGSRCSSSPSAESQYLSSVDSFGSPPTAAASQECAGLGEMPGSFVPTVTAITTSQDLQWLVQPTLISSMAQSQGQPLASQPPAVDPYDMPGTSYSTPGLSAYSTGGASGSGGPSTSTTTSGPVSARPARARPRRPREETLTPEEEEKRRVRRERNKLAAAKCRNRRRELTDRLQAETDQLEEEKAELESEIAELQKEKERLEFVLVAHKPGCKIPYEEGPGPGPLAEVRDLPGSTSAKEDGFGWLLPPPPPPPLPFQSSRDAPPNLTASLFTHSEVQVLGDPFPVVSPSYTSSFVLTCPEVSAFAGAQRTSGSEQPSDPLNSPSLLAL
Pemphigus Ab inh: human desmoglein-3 autoantibody binding inhibition; DSG3-coupled beads, scFv-anti-DSG3-GFP binding, flow cytometry; hits give low values; AID 588358; binding (percent of control), % at 10 µM; 0.48% of 310,000 active; P32926;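 active means binding more than 3 SD below its plate's average and above zero; inconclusive means below that plate limit but binding exactly zero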;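 further: hits lower antibody fragment binding to DSG3; some compounds called inactive have numbers as strong as hits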
NSD2 HMT inh: blocks human histone methyltransferase NSD2; O96028; NSD2 peptide methylation, AlphaScreen, 120 min; inhibition, % at 12.5 µM; 0.54% of 310,000 active; in the data active means inhibition above about 50%
MITF TRPM1 HTS: activators of MITF-driven TRPM1 promoter activity in SK-MEL-5 cells; SK-MEL-5 TRPM1-promoter luciferase, 24 h; % of positive control, neutral wells = 0; AID 588334; 0.75% of 300,000 active; activation, % at 12.5 µM;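 active means mean activation of at least 80% with every replicate also reaching 80%; inconclusive means mean reaches 80% but some replicate falls short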;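 further: 0% = neutral control wells and 100% = parthenolide positive control wells; values of inactives mirror those of a sister screen read the other way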
Mot1-301 SUMO: SUMOylation pathway inhibition by Mot1-301 growth rescue. growth rescue, % at 18.8 µM. S. cerevisiae Mot1-301 growth rescue, ATP luminescence, 38.5C; percent above DMSO median, 100 means doubled. 1% of 320,000 active;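 active means every valid replicate shows activation above 250% relative to neutral control wells; inactive means the rest, any valid replicate at or below 250%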;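 further: OY570 slx delta 5 strain wells were the positive control but not used for scaling; some compounds called inactive have numbers as strong as hits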
* hit, by the source's call; ? = inconclusive; . = no result given. An unsorted share of the library (roughly 4.7% active in at least one column).

CDK5 inh	PKA-R1A activ	PKA-R2B act	SR-BI DiI-HDL act	Arr AP2 block	SR-BI HDL uptake	dFosB act	Pemphigus Ab inh	NSD2 HMT inh	MITF TRPM1 HTS	Mot1-301 SUMO	SMILES
0.1	-13	-3	-3	0	3	2	106	0	4	-1	COC(=O)C1C(=O)C=C(N2CCOCC2)CC1(C)C (configuration not stated)
0.2	-9	5	0	-18	0	-5	95	31	44	7	COC(=O)c1sc(NC(=O)CSc2nnnn2C)nc1C
-1.0	5	10	.	-18	.	-7	97	-1	8	-9	COCCCN1CN(S(=O)(=O)c2cccs2)c2nc3ccccc3nc21
-0.3	15	-9	-26	20	26	24*	106	.	9	-10	CCOc1ccc(CCNC(=O)Cn2c(-c3nonc3N)nc3ccccc32)cc1OCC
2.0	0	4	-13	5	13	-11	106	-2	17	-2	Cc1ccc2c(CSc3nncs3)cc(=O)oc2c1
1.3	-3	11	-4	13	4	-9	104	2	3	0	COc1ccc(NC(=S)NCCCCCC(=O)C[N+](=O)[O-])cc1
-0.3	-2	-2	-16	1	16	1	.	-38	12	-4	COc1nc(NC2CCCCC2)nc(N2CCCCCC2)n1
-0.9	0	0	-40	38	40	2	103	2	3	12	CCN(CC)S(=O)(=O)c1ccc(C(=O)OCC(=O)Nc2ccc(-c3nc4ccc(C)cc4s3)cc2)cc1
-7.3	3	-1	-29	-4	29	-12	95	.	-32	8	O=C(Nc1nc(-c2ccc(F)cc2)cs1)c1ccc(N2C(=O)CCC2=O)cc1
-0.3	-9	-9	-12	15	12	0	98	-2	16	-1	Nc1c(C(=O)Nc2cccc(Cl)c2Cl)sc2nc(-c3cccnc3)ccc12
-0.7	-11	-9	12	30	-12	3	102	.	-2	2	COC(=O)C[C@H]1c2cc(C(F)(F)F)ccc2S(=O)(=O)N1C1CCCCC1
-0.7	-3	1	-22	26	22	-1	103	-2	-3	3	CCCCNc1c(-c2cccc(SC3CCCCC3)c2)nc2ccc(Cl)cn12
1.4	-4	-8	29	13	-29	8	106	.	.	.	CC1CCCN(C(=O)Cn2c(=O)oc3cc(S(=O)(=O)N4CCCCC4C)ccc32)C1 (configuration not stated)
-0.5	-17	-2	5	1	-5	-11	104	-4	0	-3	Cc1noc(C)c1COc1ccccc1C(=O)N1CCN(S(=O)(=O)c2ccccc2C(F)(F)F)CC1
0.1	-13	-3	20	0	-20	2	99	.	12	-8	O=C(Cn1cnc2c(cnn2-c2ccccc2)c1=O)c1ccc(Cl)cc1
-0.6	-16	-1	-2	2	2	-8	122	0	-2	-11	O=C(c1ccc(C(=O)N2CCCc3ccccc32)nc1)N1CCCc2ccccc21
0.8	7	5	-19	-10	19	2	98	-3	107*	-8	COC(=O)C1C(=O)c2c([nH]c(C(=O)OC3CCCC3)c2C)CC1C (configuration not stated)
1.1	8	-2	-10	6	10	-1	.	-2	7	10	CC1(NC(=O)c2cc(Cl)nc3ccccc23)CCS(=O)(=O)C1 (configuration not stated)
-0.6	-2	0	-65	6	65	-7	.	6	-6	3	CCOC(=O)C1=C(CN2CCN(C(=O)c3ccco3)CC2)NC(=O)NC1c1ccc(C)cc1 (configuration not stated)
1.8	2	-5	5	46	-5	-3	100	11	17	-25	S=c1[nH]c(-c2cccs2)cn1-c1ccccc1
-1.3	-4	-10	1	8	-1	-7	101	0	-3	-10	O=C(N/N=C/c1c[nH]c2ccc(Br)cc12)c1ccccn1
0.6	-9	1	-66	13	66	-20	109	.	.	-14	Cn1c(C(=O)NCCCN2CCc3ccccc3C2)cc2c(=O)n(C)c3ccccc3c21
-1.5	-6	-7	21	4	-21	-7	98	0	-3	42	O=C(NCc1ccccn1)c1ccc(CNS(=O)(=O)c2cccc(Cl)c2)cc1
0.6	1	-6	.	-8	.	-2	97	1	103*	0	Cc1ccccc1-c1nnc(CS(=O)(=O)c2ccccc2)o1
-2.3	-5	-5	-4	30	4	-5	.	-8	-2	6	CC(C)(C)NS(=O)(=O)c1ccc(OCC(=O)Nc2ccc3c(c2)OCCO3)cc1
-0.8	-6	1	-2	7	2	-4	100	4	-9	-7	CN(C)S(=O)(=O)c1cccc2nsnc12
1.6	-5	-3	0	.	0	4	98	-1	9	-9	NC(=O)NOCc1ncc(C(F)(F)F)cc1Cl
-0.2	-9	1	-27	6	27	-5	95	4	7	.	COc1ccccc1CNc1ccc(CNc2ncn[nH]2)cc1
-1.5	-11	-1	-5	5	5	-3	117	1	9	-9	CC1CCCC(C)N1CC(O)COc1ccc(Cl)cc1 (configuration not stated)
-2.0	-3	-2	27	13	-27	4	109	.	-70	63	COc1cccc2sc(N(CCCN(C)C)C(=O)C(c3ccccc3)c3ccccc3)nc12
-1.8	-1	4	-9	-4	9	0	98	0	9	20	CS(=O)(=O)N(CC(=O)N1CCN(c2ccc(F)cc2)CC1)C1CCCCC1
0.7	-11	-13	7	-12	-7	-16	102	10	-8	-3	CC(=O)N1CCC(C(=O)Nc2nc(-c3ccccc3)ns2)CC1
-0.8	-4	13	10	1	-10	-4	100	.	.	80	COC(=O)N1[C@H](Cc2ccccc2)C=C[C@]1(C)C(=O)O
-1.1	-13	-6	7	1	-7	-9	81	1	0	0	COC(=O)c1ccc(CSc2nc3ccc(S(=O)(=O)N4CCOCC4)cc3[nH]2)cc1
2.0	3	-7	21	0	-21	1	103	5	.	-13	CCOC(=O)C1CCN(C(=O)c2ccco2)CC1
-4.3	6	-12	5	4	-5	-8	95	-4	3	3	CCN(CC)S(=O)(=O)c1ccc(C(=O)OCC(=O)NCCN2C(=O)CSC2=O)cc1
-1.6	3	3	11	4	-11	-7	100	1	-2	.	CCOc1ccc(NC(=O)CN(C)C(=O)c2n[nH]c(=O)c3ccccc23)cc1OCC
4.5	7	-4	9	3	-9	-2	114	.	3	78	Cn1c(Cn2c(=O)sc3ccccc32)nnc1SCC(=O)N1CCCC1
-1.3	-8	-4	17	-5	-17	-5	.	-6	57	-2	O=C(NC1CCCCC1)C(=S)NCc1ccccc1
-1.2	0	0	-51	21	51	-4	104	.	-27	24	COc1cc(-c2noc(C)c2C(=O)NCCc2c[nH]c3ccccc23)cc(OC)c1OC
-0.7	-4	-2	18	9	-18	10	122	0	-7	213	O=C(c1cccc(S(=O)(=O)N2CCCC2)c1)N1CCCC(C(F)(F)F)C1 (configuration not stated)
1.0	-3	11	-47	10	47	-17	99	2	25	.	NS(=O)(=O)c1ccc(NC(=S)NC(=O)c2cccc(Br)c2)cc1
-2.5	-13	-1	-8	-8	8	0	110	-7	-12	-19	COC(=O)c1ccc(Oc2ccc(C(C)(C)C)cc2)c([N+](=O)[O-])c1
9.2	0	-11	-6	8	6	-4	102	-1	3	1	CC(C)C(=O)Nc1ccc2c(c1)C(=O)N(CCC(=O)O)C2=O
0.1	1	-11	?	-11	-178	-7	117	3	.	52	CC1CCN(Cc2cc(=O)oc3cc4c(cc23)CCCC4)CC1
1.4	-6	2	-6	-6	6	1	109	0	14	-5	CS(=O)(=O)N1N=C(c2ccco2)CC1c1ccc(Cl)cc1 (configuration not stated)
0.6	0	-3	-45	-4	45	-1	103	-2	10	-1	COc1ccc(-c2cn3cccnc3n2)cc1NC(=O)c1ccc(Br)o1
1.7	8	2	22	-11	-22	3	98	-1	-2	13	Cc1cc(C)cc(CC(CC(=O)Nc2ccc(Cl)cc2)C(=O)O)c1 (configuration not stated)
0.2	-2	12	15	-6	-15	8	106	2	-3	-10	CCn1c(N)c(C(=O)NCC2CCCO2)sc1=S (configuration not stated)
-1.0	-9	3	.	34	.	1	100	1	-9	0	Cc1ccc(-c2c[n+](CC(=O)Nc3cc(=O)n(C)c(=O)n3C)c3n2CCC3)cc1
0.4	5	5	.	-8	.	-5	107	-5	8	14	COc1ccc(CCNC(=O)CCc2ccsc2)cc1OC
-0.4	-13	-1	14	-22	-14	-4	122	6	-1	-8	CCC/C=N/NC(=O)C1COc2ccccc2O1 (configuration not stated)
4.4	0	9	-3	15	3	-4	93	0	5	36	CC1=NC(C(F)(F)F)(C(F)(F)F)C2=C(CC(C)(C)CC2=O)N1Cc1ccco1
0.9	-8	0	-15	18	15	-1	102	0	-12	0	O=C(NNC(=O)c1sccc1-n1cccc1)c1cccs1
